# Screening data from PubChem.
# GAA glycogen mod: inhibitors or activators of human alpha-glucosidase glycogen cleavage; P10253; recombinant GAA, glycogen substrate, Amplex Red glucose oxidase fluorescence; Potency, µM (titrated, usually from 76.4 µM), without a hit: at the highest dose activity change, negative = inhibition, usual class: inhibitors; 0.38% of 300,000 active; active means well fitted inhibition curve with a large enough effect; inconclusive means small, poorly fitted or top-dose-only effect, or another doubt; inactive means no such curve, though single readings can be large or run the other way;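 further: 0% = full enzyme reaction and -100% = no-enzyme basal signal; the screen sought inhibitors and activators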
#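 qHTS, 1536-well; enzyme 4 nM final; cpd up to 77 uM; substrate bovine liver glycogen 30 ug; 50 mM citrate/phosphate pH 5.0, 0.01% Tween-20; 37 C, 40 min; Amplex Red detection 45 min RT; Hill fit → AC50.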
# Starred values were filed as active, the others as inactive; u = inconclusive; [ ] = another dose, or the depositor's remark. Potency means the concentration at half of the fitted maximal effect.
GAA glycogen mod,compound
6%[76.3 µM],COCCCNc1nc2c(c(=O)n(Cc3ccccc3)c(=O)n2C)n1C
-15%[76.3 µM],Cc1ccc(N(CC(=O)NCCc2ccc(Cl)cc2)S(=O)(=O)N(C)C)cc1
-9%[76.3 µM],O=C(Nc1ccc(F)cc1)c1csc2c1CCCCC2
-6%[76.3 µM],COc1cc(Cl)ccc1OCc1cc(C(=O)N(C)CC2CCCCO2)no1 (stereo not drawn)
-2%[76.3 µM],Cc1ccc(SCc2c(C(=O)N/N=C/c3ccoc3)nnn2-c2nonc2N)cc1
3%,Cc1ccccc1C(=O)NC(=S)NC1CC1
-1%[76.3 µM],Cc1nc(CNC(=O)CC2C(=O)NCCN2Cc2ccc(F)cc2)cs1 (stereo not drawn)
-2%[76.3 µM],O=C(c1ccc(OC2CCN(Cc3cccc(F)c3)CC2)cc1)N1CCCCC1
-2%[76.3 µM],CCOC(=O)C1CCCN(CC(=O)Nc2cc(C)c3c(=O)oc4ccccc4c3n2)C1 (stereo not drawn)
11%[76.3 µM],O=C(O)C1CCCN(S(=O)(=O)c2ccccc2[N+](=O)[O-])C1 (stereo not drawn)
-7%[76.3 µM],COc1ccc(N2CCN(C(=O)COC(=O)CNC(=O)c3ccccc3)CC2)cc1
14%[76.3 µM],Cn1cc(C(=O)NCCc2ccccc2)c(=O)c2cc(S(=O)(=O)N3CCCCC3)ccc21
9%[76.3 µM],CC(C)CCn1c(=O)c2sccc2n2c(CCCC(=O)NCCc3ccccc3)nnc12
-3%[76.3 µM],Cc1ccc(-c2cc3ncc4c(n3n2)-c2cc(F)ccc2OC4)cc1
-21%[76.3 µM],CC(=O)N1CC(C)Sc2ccc(S(=O)(=O)NC(C)c3ccccc3)cc21 (stereo not drawn)
-2%[76.3 µM],CC(C)c1ccccc1NC(=O)Cn1cnc2c1c(=O)n(C)c(=O)n2C
5%[76.3 µM],CN(CC(=O)Nc1ccc(F)cc1)C(=O)COC(=O)CCN1C(=O)C2CC=CCC2C1=O (stereo not drawn)
-6%[76.3 µM],CCOC(=O)c1sc(N2C(=O)C(O)=C(C(=O)c3ccco3)C2c2cccc([N+](=O)[O-])c2)nc1C (stereo not drawn)
4%[76.3 µM],CN(C)c1oc(/C=C/c2ccc(F)cc2)nc1C#N
-3%[76.3 µM],CC1=C(c2ccc(C)cc2)S(=O)(=O)N=C1N1CCN(c2ccccc2)CC1
11%[76.3 µM],Cc1ccc(SCCN2CCC(C)CCC2=O)cc1 (stereo not drawn)
-7%[76.3 µM],Cn1c(SCC(=O)Nc2ccc(Cl)cn2)nnc1C1CC1
-9%,O=C(CCNC(=O)c1ccccc1)NCCc1ccc(Cl)cc1
-1%[76.3 µM],COc1ccc(-n2c(SCC(=O)Nc3ccc(Cl)cc3)nc(O)c(Cc3ccccc3)c2=O)cc1
-19%[76.3 µM],N#C/C(=C/c1ccccc1Cl)c1nc2ccccc2c(=O)[nH]1
3%[76.3 µM],CCNC(=O)CC1C(=O)N(c2cccc(OC)c2)C(=O)N1Cc1ccc(OC)c(OC)c1 (stereo not drawn)
2%[76.3 µM],CCCCCN(C(=O)CCC(=O)OCC(=O)N1CCCC(C)C1)c1c(N)n(CCCC)c(=O)[nH]c1=O (stereo not drawn)
-9%[76.3 µM],O=C(Nc1scc(-c2ccccc2)c1C(=O)O)c1ccccc1F
7%[76.3 µM],CC(=O)N1c2ccc(S(=O)(=O)N3CCC(C(=O)N4CCCC(C)C4)CC3)cc2CC1C (stereo not drawn)
10%[76.3 µM],CCc1cc2c3c(c(=O)oc2cc1OC(C)C(=O)O)CCCC3 (stereo not drawn)

# In the list so far, these have an aryl thioether with sulfur outside any ring:
GAA glycogen mod,compound
-2%[76.3 µM],Cc1ccc(SCc2c(C(=O)N/N=C/c3ccoc3)nnn2-c2nonc2N)cc1
11%[76.3 µM],Cc1ccc(SCCN2CCC(C)CCC2=O)cc1 (stereo not drawn)
-7%[76.3 µM],Cn1c(SCC(=O)Nc2ccc(Cl)cn2)nnc1C1CC1
-1%[76.3 µM],COc1ccc(-n2c(SCC(=O)Nc3ccc(Cl)cc3)nc(O)c(Cc3ccccc3)c2=O)cc1

# Back to the main list, starting 5 compounds before the break.
GAA glycogen mod,compound
3%[76.3 µM],CCNC(=O)CC1C(=O)N(c2cccc(OC)c2)C(=O)N1Cc1ccc(OC)c(OC)c1 (stereo not drawn)
2%[76.3 µM],CCCCCN(C(=O)CCC(=O)OCC(=O)N1CCCC(C)C1)c1c(N)n(CCCC)c(=O)[nH]c1=O (stereo not drawn)
-9%[76.3 µM],O=C(Nc1scc(-c2ccccc2)c1C(=O)O)c1ccccc1F
7%[76.3 µM],CC(=O)N1c2ccc(S(=O)(=O)N3CCC(C(=O)N4CCCC(C)C4)CC3)cc2CC1C (stereo not drawn)
10%[76.3 µM],CCc1cc2c3c(c(=O)oc2cc1OC(C)C(=O)O)CCCC3 (stereo not drawn)
-10%[76.3 µM],CCOc1ccc(N(CC)C(=O)c2noc3c2COc2ccc(C)cc2-3)cc1
-14%[76.3 µM],COc1cccc(C(=O)NCC(=O)N2CCC3(CC2)NCCc2[nH]cnc23)c1
-6%[76.3 µM],O=C(N/N=C/c1cc2c(cc1Cl)OCO2)c1cc(-c2ccccc2)n[nH]1
19%[76.3 µM],Cc1ccccc1-c1cccc(CN2CCN(C)C(CCO)C2)c1 (stereo not drawn)
-1%,COC(=O)[C@H]1Cc2c([nH]c3ccccc23)[C@H](c2ccccc2)N1
10%[76.3 µM],CC(C)=CCN1CCN(Cc2cn(C(C)C)c3ccccc23)CC1CCO (stereo not drawn)
5%[76.3 µM],CCCCn1c(-c2ccc(S(=O)(=O)N3CCOCC3)cc2)csc1=Nc1ccccc1
-16%[76.3 µM],Cc1ccc(Nc2c(-c3ccc(N4CCOCC4)cc3)nc3ccc(Cl)cn23)cc1
18%[76.3 µM],Cc1ccc2ncc(C(=O)Nc3ccc(F)cc3F)c(=O)n2c1
-4%[76.3 µM],COc1cc(CC(=O)N(C)CC(=O)Nc2cc(C)ccc2C)cc(OC)c1OC
-2%[76.3 µM],CCOC(=O)N1CCN(C2CCCN(C(=O)c3cccc(N(C)C)c3)C2)CC1 (stereo not drawn)
-19%[76.3 µM],CCc1ccccc1NC(=O)CSc1nnc(COc2ccccc2Cl)o1
6%[76.3 µM],COc1ccc(NC(=O)c2cc(S(=O)(=O)N3CCCCC3)ccc2OC)cc1
-12%[76.3 µM],O=C(C1CCCN(S(=O)(=O)c2cccc3nsnc23)C1)N1CCN(c2ccccc2Cl)CC1 (stereo not drawn)
13%[76.3 µM],Cc1ccc(CN2C(=O)C(=O)c3cc(Br)cc(C)c32)cc1
-20%,COc1ccc(C(=O)Cc2cc3ccccc3oc2=O)cc1
-10%[76.3 µM],O=C(CCC(=O)Nc1cccc(C(F)(F)F)c1)NCC1CCCO1 (stereo not drawn)
4%[76.3 µM],CCOc1cc(C2c3c(oc4ccccc4c3=O)C(=O)N2Cc2ccc3c(c2)OCO3)ccc1O (stereo not drawn)
7%[76.3 µM],O=C(COc1c(Br)cc(Br)cc1Br)N/N=C/c1ccco1
-3%,COc1ccc(S(=O)(=O)n2cnc3ccccc32)c(C)c1
-6%[76.3 µM],O=C(CSc1nnc(-c2ccccc2)o1)c1cccc([N+](=O)[O-])c1
-11%[76.3 µM],COCC1CCN(C(=O)c2ccc(OC)c(OC3CCN(C(C)C)CC3)c2)CC1
0%[76.3 µM],CC(C)C(=O)Nc1ccc(NC(=S)NC(=O)c2ccccc2F)cc1
-11%,COc1ccc(CCNC(=O)c2ccccc2NS(=O)(=O)c2c(F)cccc2F)cc1
-4%,Cc1ccc(NC(=O)CCn2c(=S)oc3ccccc32)cc1F
18%[76.3 µM],Cc1ccc(OCC(=O)Oc2c(C)cccc2C)cc1
-9%,N#CCc1ccc(NC(=O)c2ccc(S(=O)(=O)N3CCCC3)cc2)cc1
-1%[76.3 µM],CCOc1cc(/C=C2/C(=O)NN(c3cccc(Cl)c3)C2=O)ccc1O
-2%[76.3 µM],O=C(CSc1nnc2ncccn12)Nc1cccc2ccccc12
u,CCOc1ccc(CCNC(=O)c2sc3nc4n(c(=O)c3c2C)CCCC4)cc1OCC
-4%[76.3 µM],Cc1cc(Cl)ccc1NC(=O)CN1C(=O)COc2ccc(S(=O)(=O)N3CCC(C)CC3)cc21
2%,COc1ccc(S(=O)(=O)N2CCC(C(=O)NCC3CCCO3)CC2)cc1Cl (stereo not drawn)
-9%[76.3 µM],Cc1ccc(CSCCNS(=O)(=O)c2ccc([N+](=O)[O-])cc2)cc1
4%[76.3 µM],O=C(CCCCCn1c(=S)[nH]c2cc3c(cc2c1=O)OCO3)N1CCN(c2ccc(F)cc2)CC1
-7%[76.3 µM],COc1ccc(CNC(=O)[C@H](C)NC(=O)C2CCN(C(=O)[C@H](CCSC)NC(=O)OC(C)(C)C)CC2)cc1
4%[76.3 µM],CC(=O)c1ccc(Nc2nc3c(S(=O)(=O)c4ccccc4)nnn3c3ccc(Cl)cc23)cc1
-15%[76.3 µM],Cc1cccc(C(=O)OCCN2CCOCC2)c1
3%,CC1CCN(S(=O)(=O)c2ccc(NC(=O)CNC3CCCCC3)cc2)CC1
-2%[76.3 µM],COc1ccc(CNCc2ccc(C)cc2)c(OC)c1
-23%[76.3 µM],COc1ccc(S(=O)(=O)N2CCN(c3ncccn3)CC2)cc1OC
-5%[76.3 µM],Cc1cccc(CNC(=O)Cc2csc3ccccc23)c1
4%,O=C(NCCNC(=O)c1ccc(Cl)cc1Cl)c1ccccn1
0%,Cc1ccccc1NC(=O)c1ccccc1NC(=O)c1ccccc1F
16%[76.3 µM],Cc1ccccc1CNC(=O)C(C)N(c1ccccc1)S(C)(=O)=O (stereo not drawn)
-3%[76.3 µM],CC(=O)NC12CC3CC(C1)CC(C(=O)Nc1nc4ccc(S(C)(=O)=O)cc4s1)(C3)C2
-4%[76.3 µM],Cc1ccc2c(=O)cc(C(=O)Nc3ccc(S(=O)(=O)N4CCCCCC4)cc3)oc2c1C
16%[76.3 µM],CCc1ccc(NC(=O)c2cnccn2)cc1
-21%[76.3 µM],CC1(O)CC(c2ccc(Cl)cc2)=NN1C(=O)c1ccc(Cl)cc1 (stereo not drawn)
-9%[76.3 µM],CCn1c(=O)c2sccc2n2c(CCC(=O)Nc3ccc(OC)c(Cl)c3)nnc12
-8%[76.3 µM],COc1ccc(CCNC(=O)Cc2c(C)c3c(cc(C)c4c(C)c(C)oc43)oc2=O)cc1
-8%[76.3 µM],CN(CC(=O)NCCCc1ccccc1)S(=O)(=O)c1ccc(Br)cc1
-7%[76.3 µM],CCCC[C@H]1COCCS(=O)(=O)N1Cc1ccccc1F
-5%[76.3 µM],CCC1CN(C(=O)N2CCC(C(=O)Nc3cc(C)ccc3C)CC2)c2ccccc2O1 (stereo not drawn)
8%[76.3 µM],CC(=O)Nc1cc2c3c(c1)CC(=O)N3CCC2
u,COc1cccc(CNCc2ccco2)c1O
16%[76.3 µM],CC1CCCC(C)N1CCCNC(=O)c1ccc2nc(N3CCOCC3)sc2c1 (stereo not drawn)
6%[76.3 µM],Cc1cc(-c2ccc(C)c(S(=O)(=O)N3CC(=O)Nc4ccccc43)c2)on1
9%[76.3 µM],CCOC(=O)c1c(NC(=O)Nc2ccc(F)cc2)sc(C(=O)N(C)C)c1C
-14%[15.3 µM],O=S(=O)(c1ccc(Cl)cc1)N1CCc2ccccc21
-3%,COc1cc(/C=N/n2c(C3CCCCC3)n[nH]c2=S)cc(OC)c1O

# Additional structures
GAA glycogen mod,compound
-10%[76.3 µM],O=C(N=C1SC2CS(=O)(=O)CC2N1CCc1ccccc1)C1CCCCC1 (stereo not drawn)
5%,Clc1cccc2c3c([nH]c12)CCNC3
4%,Fc1ccc(CNc2nc(-c3cccnc3)nc3ccccc23)cc1
11%[76.3 µM],Cc1ccc(-c2c3c(=O)n(C)c(=O)n(C)c3c3c(C(F)(F)F)nc4ccccc4n23)cc1
0%[15.3 µM],O=C1C2=C(C(=O)c3ccccc31)C1O[C@](CCCCN3C(=O)c4ccccc4C3=O)(Cc3c1ccc1ccccc31)O2
1%,CC1CCN(CCCCOc2ccc(C(C)(C)C)cc2)CC1
3%[76.3 µM],COc1ccc(-c2nc3ccccc3o2)cc1NC(=O)c1cccnc1
-6%[76.3 µM],COc1ccc(-n2c(=O)c3ccccc3n(Cc3ccc(F)cc3Cl)c2=O)cc1OC
-10%[76.3 µM],Cc1cccc(C)c1OCc1cc(C(=O)N2CCN(C3CCCC3)CC2)no1
-9%[76.3 µM],Clc1ccccc1-c1nnc(-c2ccccc2CNc2ccccc2)o1
15%[76.3 µM],Cc1c(Cl)cccc1NC(=O)CCCn1nc(C)c2sc3ccccc3c2c1=O
u,COc1ccc(C2=NC(C)(C)N(CC(=O)Nc3cc(OC)cc(OC)c3)C2=O)cc1
-6%[76.3 µM],Cc1nc(C)c(-c2csc(Nc3ccccn3)n2)s1
-3%,N#Cc1ccc(-c2nc3ccccc3c(=O)n2O)cc1
-1%[76.3 µM],Cc1ccccc1NC(=O)C1CCCN(c2ncnc3onc(-c4ccc(F)cc4)c23)C1 (stereo not drawn)
-3%[76.3 µM],CC(=O)C1=C(OC(=O)C(C)C)c2ccccc2S(=O)(=O)N1Cc1ccccc1
3%[76.3 µM],CCN(CC)C1CCN(C(=O)CCn2nnnc2CN2CCOCC2)C1 (stereo not drawn)
-1%[76.3 µM],COc1cccc(OC)c1C(=O)Nc1ccccc1C(=O)N1CCCC1
-2%[76.3 µM],Cc1c(CCO)c(=O)[nH]n1S(=O)(=O)c1ccc(Cl)cc1Cl
2%,COCCNC(=O)c1c[nH]c2ccc(S(=O)(=O)Nc3ccccc3F)cc2c1=O

# A portion of the library. The share of hits here may be higher or lower than overall.
